# Source: PubChem (several laboratories)
# Anthrax LF prot = blocks Bacillus anthracis lethal factor protease; P15917; inhibition, % at 10 µM; 360,000 tested, 0.12% active; multiplex microsphere protease cleavage assay, LF; in the data active = inhibition above about 30%; inconclusive = no clear call, values can overlap the other calls; note: plate controls were buffer without enzyme for full effect and enzyme alone for no effect
# BH1578 lux ind = induces V. cholerae light production without autoinducers. V. cholerae BH1578 lux reporter, luminescence, 6 h. activation, % at 18.7 µM. 350,000 tested, 0.16% active; in the data active = activation mostly above about 9.7%, no sharp cut-off; inconclusive = no clear call, values can overlap the other calls; inactive = mostly below about 3.7%; note: not every result past the cut was called active; inactives centre near 0; reference of the scale not given here
# TcdB GH inh = blocks C. difficile toxin B glycohydrolase activity | P18177 | TcdB glycohydrolase enzymatic assay, plate reader | inhibition, % at 9.99 µM | 350,000 tested, 0.24% active | AID 652162; in the data active = inhibition above about 10%
# Target sequence (P18177 whole entry, looked up): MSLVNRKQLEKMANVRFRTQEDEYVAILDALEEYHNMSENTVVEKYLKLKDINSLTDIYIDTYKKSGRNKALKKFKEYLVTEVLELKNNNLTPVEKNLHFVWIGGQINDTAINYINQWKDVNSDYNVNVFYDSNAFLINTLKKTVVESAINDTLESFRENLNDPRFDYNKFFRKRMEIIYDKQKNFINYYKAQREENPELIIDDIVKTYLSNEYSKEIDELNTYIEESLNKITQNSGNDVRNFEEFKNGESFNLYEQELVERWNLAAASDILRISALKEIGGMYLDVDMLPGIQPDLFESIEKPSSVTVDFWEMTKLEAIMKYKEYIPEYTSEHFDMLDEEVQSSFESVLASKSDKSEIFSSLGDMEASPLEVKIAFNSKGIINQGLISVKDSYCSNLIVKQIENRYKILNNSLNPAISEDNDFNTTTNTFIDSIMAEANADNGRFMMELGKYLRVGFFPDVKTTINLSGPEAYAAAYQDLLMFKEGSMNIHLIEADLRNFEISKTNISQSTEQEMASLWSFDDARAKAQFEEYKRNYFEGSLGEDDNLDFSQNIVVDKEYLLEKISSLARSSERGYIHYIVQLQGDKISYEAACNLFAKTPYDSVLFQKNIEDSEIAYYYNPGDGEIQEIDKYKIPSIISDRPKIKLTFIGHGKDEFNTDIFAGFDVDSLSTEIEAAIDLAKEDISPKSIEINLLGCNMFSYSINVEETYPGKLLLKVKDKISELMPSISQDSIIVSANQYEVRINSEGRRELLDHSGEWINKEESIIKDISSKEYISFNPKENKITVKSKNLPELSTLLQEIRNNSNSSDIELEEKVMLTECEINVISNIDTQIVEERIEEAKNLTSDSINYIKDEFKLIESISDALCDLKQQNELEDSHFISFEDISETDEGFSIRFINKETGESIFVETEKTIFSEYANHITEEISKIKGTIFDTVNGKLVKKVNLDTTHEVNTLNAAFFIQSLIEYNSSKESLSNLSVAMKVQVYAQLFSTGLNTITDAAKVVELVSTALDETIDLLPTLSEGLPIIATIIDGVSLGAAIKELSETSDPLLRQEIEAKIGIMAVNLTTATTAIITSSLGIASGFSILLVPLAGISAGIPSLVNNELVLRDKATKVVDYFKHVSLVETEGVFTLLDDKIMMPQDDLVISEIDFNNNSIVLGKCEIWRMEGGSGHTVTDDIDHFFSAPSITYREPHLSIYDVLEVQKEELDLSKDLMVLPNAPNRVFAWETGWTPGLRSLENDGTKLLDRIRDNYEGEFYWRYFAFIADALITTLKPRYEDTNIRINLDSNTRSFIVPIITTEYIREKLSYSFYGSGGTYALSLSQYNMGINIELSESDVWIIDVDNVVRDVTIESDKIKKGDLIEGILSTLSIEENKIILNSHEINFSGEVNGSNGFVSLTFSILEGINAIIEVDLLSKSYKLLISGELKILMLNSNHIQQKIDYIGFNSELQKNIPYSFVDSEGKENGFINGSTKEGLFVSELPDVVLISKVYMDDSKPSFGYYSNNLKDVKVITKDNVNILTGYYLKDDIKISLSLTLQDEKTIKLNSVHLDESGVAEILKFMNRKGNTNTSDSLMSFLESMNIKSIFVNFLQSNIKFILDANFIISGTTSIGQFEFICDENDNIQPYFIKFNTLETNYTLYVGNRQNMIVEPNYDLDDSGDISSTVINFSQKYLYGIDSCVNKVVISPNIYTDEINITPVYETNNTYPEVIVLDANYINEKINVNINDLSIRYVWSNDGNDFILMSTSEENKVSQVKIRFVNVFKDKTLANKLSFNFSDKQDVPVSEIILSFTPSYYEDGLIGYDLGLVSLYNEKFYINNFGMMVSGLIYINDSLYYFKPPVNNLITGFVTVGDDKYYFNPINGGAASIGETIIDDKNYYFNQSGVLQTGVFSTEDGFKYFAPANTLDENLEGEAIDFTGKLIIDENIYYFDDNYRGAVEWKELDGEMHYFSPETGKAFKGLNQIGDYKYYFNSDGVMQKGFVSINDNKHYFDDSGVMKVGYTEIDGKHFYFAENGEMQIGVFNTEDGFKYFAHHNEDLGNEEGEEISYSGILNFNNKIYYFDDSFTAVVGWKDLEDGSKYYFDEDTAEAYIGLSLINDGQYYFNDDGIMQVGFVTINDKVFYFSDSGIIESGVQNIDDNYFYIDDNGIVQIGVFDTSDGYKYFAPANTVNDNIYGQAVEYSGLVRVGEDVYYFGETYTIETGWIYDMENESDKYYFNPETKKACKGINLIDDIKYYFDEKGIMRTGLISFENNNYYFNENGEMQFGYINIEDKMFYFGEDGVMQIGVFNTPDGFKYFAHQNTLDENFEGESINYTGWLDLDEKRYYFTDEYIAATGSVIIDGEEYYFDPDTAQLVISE
# Y pestis TopoI = blocks Yersinia pestis topoisomerase I activity; 360,000 tested, 0.064% active; Y. pestis Topo-I cleavage product accumulation, plate reader; activity, % at 10 µM; in the data active = activity above about 50%, passing the limit was not always enough; inconclusive = no clear call, values can overlap the other calls; note: inactives centre near 2
# PriA SSB inh = K. pneumoniae PriA-SSBct interaction inhibition | AlphaScreen SSBct-PriA binding, biotinylated peptide | inhibition, % at 33 µM | 430,000 tested, 0.6% active | AID 1272365; in the data active = inhibition mostly above about 37%, no sharp cut-off; inactive = mostly below about 20%;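 note: plate controls were negative control peptide for no effect and reference peptide for full effect; strong numbers were not always called active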
# PfHsp40 yeast = rescue of PfHsp40-mediated yeast toxicity; AID 504582; S. cerevisiae expressing PfHsp40, growth rescue, ATP luminescence; growth rescue, % at 12.5 µM; 340,000 tested, 0.68% active; in the data active = growth rescue above about 28%, passing the limit was not always enough; inconclusive = no clear call, values can overlap the other calls;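 note: yeast W303a lacking pdr1 and pdr3 grown in galactose medium; growth measured after three days at 30 °C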
# VHR inh abs = DUSP3 (human) phosphatase inhibition; P51452; recombinant VHR phosphatase, pNPP absorbance; inhibition, % at 13.3 µM; 290,000 tested, 0.52% active; AID 1654; in the data active = inhibition above about 50%; note: some compounds called inactive have numbers as strong as hits
# Rv3671c protease = Rv3671c (M. tuberculosis) protease inhibition; AID 2606; 320,000 tested, 0.048% active; inhibition, % at 5.96 µM; in the data active = inhibition above about 38%;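 note: extracellular domain of Rv3671c used as enzyme; 0% = enzyme with DMSO and 100% = no enzyme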
# SARS 3CLpro inh = SARS-CoV 3CLpro protease inhibition; recombinant SARS-CoV 3CLpro, quenched FRET peptide cleavage; inhibition, % at 6 µM; 290,000 tested, 0.14% active; P0C6X7; in the data active = inhibition above about 12%
# MazEF act = increases E. coli MazEF RNase cleavage of RNA | P0AE70 | FAM/BHQ RNA-DNA oligo cleavage fluorescence, 5 h | activation, % at 20 µM | 350,000 tested, 0.32% active | AID 504720; in the data active = activation above about 50%
# Numbers without * were called inactive; i = inactive; ? = inconclusive; . = no result given; & = joins results of further samples. The list is partial, so the mix of outcomes need not match the whole.
SMILES,Anthrax LF prot,BH1578 lux ind,TcdB GH inh,Y pestis TopoI,PriA SSB inh,PfHsp40 yeast,VHR inh abs,Rv3671c protease,SARS 3CLpro inh,MazEF act
Cc1cccc(C2c3[nH]c4ccccc4c3CCN2C(=O)c2nn(C)c(=O)c3ccccc23)n1 (centres undefined),-2,-0.3,2.1,36,17,1.2,17,5,3,8
CN(Cc1cn(C)nc1-c1cccc(Cl)c1)Cc1nccn1C,0,i,-0.9,-1,-6,1.6,35,-1,2,3
Cn1c(=O)c2cc(NC(=O)Cc3ccccc3F)ccc2n1-c1ccc(C(C)(C)C)cc1,-2,-4.5,-1.1,23,.,.,.,.,.,.
NC(=S)N/N=C\c1ccc(-c2cccc(Cl)c2Cl)o1,-2,3.8,.,-3,.,0.5,2,11,-1,18
Clc1cccc(Cl)c1C1N2CCCN12 (centres undefined),2,i,.,-1,-9,1.9,-6,1,2,-4
COc1ccc(CC(=O)OCC(=O)c2ccc(OC)cc2)cc1,0,-3.3,.,2,-44,-0.6,-20,-7,0,-5
COc1ccc(NC(=O)N(C)C[C@H]2Oc3ccc(NC(=O)Cn4cnnn4)cc3C(=O)N([C@H](C)CO)C[C@@H]2C)cc1,1,i,0.4&-1.6,-10,-15,0.8,.,2,.,4
COc1ccc(/C=C(/NC(=O)c2ccccc2)C(=O)NCc2ccco2)cc1,1,-0.3,-0.2,-2,3,1.3,13,-6,-5,4
Cc1ccn2cc(-c3cccc(NC(=O)CCC(=O)O)c3)nc2c1,-7,i,1.8,11,-7,-0.4,8,-3,8,11
Cc1cccn2cc(COc3ccc(-c4ccccc4)cc3)nc12,7,-1.6,0.9,0,-3,1.8,-5,.,-1,-11
CCOC(=O)C1(Cc2ccc(OC)cc2)CCN(C(=O)c2cccc3nccnc23)CC1,0,0.1,-0.9,-1,-13,0.9,31,-6,3,-2
CC1CN(C(=S)Nc2ccccc2)CC(C)O1 (centres undefined),3,-0.5,0.7,10,-15,-0.1,1,-1,3,8
Cc1ccc(CCNS(=O)(=O)c2cc3c(cc2C)NC(=O)CO3)cc1,-3,-0.4,-0.1,5,-1,0.8,21,-10,-3,6
Cc1ccc(NC(=O)CSc2nc(N)cc(=O)[nH]2)cc1S(=O)(=O)N1CCOCC1,-7,-0.4,-0.8,0,-2,0.5,13,-2,4,-5
CCOC(=O)N1CCN(C(=O)CCN2C(=O)COc3ccccc32)CC1,12,i,.,3,4,1.1,10,1,5,4
COc1ccc(-n2nc3c(N)n[nH]c3cc2=O)cc1,0,-0.4,-4.0,1,-10,-1.5,12,-2,-3,1
COc1ccc(-c2nn(CCC#N)cc2C(=O)Nc2ccccc2)cc1OC,-10,i,1.1,5,5,-0.3,5,-2,0,17
COc1ccc(CC(=O)NC2CCCc3ccccc32)cc1 (centres undefined),-2,-1.1,-0.7,6,1,1.4,22,-7,2,0
Cc1nc(SCc2nc3cc(Cl)c(F)cc3[nH]2)c2oc3ccccc3c2n1,-2,-0.5,3.8,11,-5,3.1,.,-129,.,-87
CCOC(=O)C(Sc1nn(C)c(=S)s1)C(C)=O (centres undefined),0,-0.2,.,3,1,-0.2,15,2,0,-3
COc1cc(N/C=C(\C(C)=O)c2ccccc2)cc(OC)c1,-3,i,.,-3,.,0.0,-9,-1,4,.
CC(=O)Nc1ccc(-c2csc(Nc3ccc(Cl)cn3)n2)cc1,-4,-0.4,0.9,-17,-11,1.3,14,-2,0,-16
CCCn1nnc(NC(=O)c2cccc(OCC)c2)n1,2,i,0.8,0,-10,-0.4,-6,-13,2,12
Cc1cccnc1NC(=O)c1ccc(Cl)c(S(=O)(=O)N2CCCC2)c1,-2,-0.4,0.4,11,-5,-0.6,18,-6,-4,-6
CCOC(=O)Cc1c(C)nc2cc(-c3ccc(C)cc3)[nH]n2c1=O,7,1.6,.,-8,0,-0.2,7,1,2,-2

# (list continues)
SMILES,Anthrax LF prot,BH1578 lux ind,TcdB GH inh,Y pestis TopoI,PriA SSB inh,PfHsp40 yeast,VHR inh abs,Rv3671c protease,SARS 3CLpro inh,MazEF act
CC1([N+](=O)[O-])COP(=O)(Nc2cccc(Br)c2)OC1 (centres undefined),1,.,0.9,-4,-18,0.4,.,.,.,-11
COc1cccc(C2C=C(c3ccc(Br)s3)Nc3ncnn32)c1OC (centres undefined),4,6.2,.,-2,-3,0.0,-4,-1,-3,-43
Cc1ccc(S(=O)(=O)N2CCN(C(=O)/C=C/c3ccco3)CC2)cc1,2,-0.5,0.0,9,2,1.4,-9,4,-2,1
CCCc1c(C(=O)N/N=C/C(C)=C/c2ccccc2)nnn1-c1nonc1N,0,i,0.5,-1,.,0.0,-13,3,-1,-8
COc1ccc(/C=N/n2c(-c3cc(C)[nH]n3)n[nH]c2=S)cc1,-18,-0.8,3.5,2,.,-0.7,-17,0,-2,9
Fc1ccccc1CNCCc1ccc2c(c1)OCO2,5,0.7,1.4,6,-7,-1.1,39,7,1,5
O=C1CC(N2CCC(c3nc4ccccc4s3)CC2)C(=O)N1 (centres undefined),-2,i,.,-7,-10,-1.1,-1,6,-4,2
Cc1ccc(C(=O)NC(=S)NCC2CCCO2)cc1 (centres undefined),0,-0.2,.,-9,5,1.0,30,-8,-6,0
Cc1ccc(Oc2cc([N+](=O)[O-])cc3c2C(=O)Nc2ccccc2O3)cc1,0,i,.,3,14,-2.0,17,0,-3,12
COc1ccc(/C=C(/C#N)C(=O)Nc2ccc(C)cc2C)cc1C(=O)O,2,-0.2,.,6,-1,-0.9,-4,0,-7,6
O=C(O)c1n[nH]c2ccccc12,6,i,.,1,-5&-10,0.2,-11,8,4,5
Cc1cc(=O)[nH]c(NNC(=O)c2ccc(Cl)cc2)n1,0,3.7,0.7,1,.,.,.,.,.,6
CCc1c(C)nc2cc(-c3ccc(OC)c(OC)c3)nn2c1NCC1CC1,-3,i,.,28,0,5.1,8,1,2,-1
COC(=O)c1ccc2c(=O)n(CCCN3CCOCC3)c(=S)[nH]c2c1,-3,-12,0.9,1,-3,-1.2,10,-8,-3,8
CCN(c1cccc(C)c1)S(=O)(=O)c1ccc2c(c1)CCCN2C(C)=O,3,5.3,2.5,19,3,0.1,-2,5,1,2
O=[N+]([O-])c1ccc(N2CCOCC2)c(S(=O)(=O)N2CCOCC2)c1,-3,6.7,0.9,-2,-10,1.9,12,-8,0,0
O=C(NCC1CCCO1)C1CCN(S(=O)(=O)c2cccc3cccnc23)CC1 (centres undefined),2,-0.2,-1.1,0,-5,-0.3,-10,5,-1,1
O=C(NC1CCCCC1)c1ccc(-c2cn[nH]c2)c2ccoc12,-2,-0.4,1.0,10,.,.,.,.,.,.
CN1C(=O)C(C)(C)c2cc(S(=O)(=O)NCC3CCC(C(=O)NCc4ccccc4)CC3)ccc21 (centres undefined),6,-0.4,0.7,6,-6,-0.7,21,-1,-2,11
COc1ccc(COC(=O)c2cccc(S(=O)(=O)N3CCN(C(C)=O)CC3)c2)cc1,4,i,0.4,29,-16,0.6,.,-7,.,4
S=c1[nH]nc(CCc2ccccc2)n1Cc1ccccc1,3,.,.,13,-24,-0.3,8,9,4,3
CCO[C@H]1OC(C(=O)NCc2ccccc2)=C[C@@H](C2CCCCC2)[C@@H]1CCCO,-8,0.6,-0.5,30,7,1.3,35,-7,10,3
O=C(NC(=S)Nc1ccc(S(=O)(=O)N2CCCCC2)cc1)c1ccccc1,-1,-3.6,.,19,-1,0.7,34,-11,-4,13
CCC(=O)OCC(=O)Nc1cc([N+](=O)[O-])ccc1OC,0,-1.0,1.2,-7,4,0.7,20,6,-6,8
CCOc1ccc(Oc2ccccc2NC(=O)C2=COCCO2)cc1,?,-1.0,2.3,25,-13,-0.4,.,-1,.,0

# Some of the entries so far, with values under each structure:
# Each structure is followed by: Anthrax LF prot	BH1578 lux ind	TcdB GH inh	Y pestis TopoI	PriA SSB inh	PfHsp40 yeast	VHR inh abs	Rv3671c protease	SARS 3CLpro inh	MazEF act
> O=[N+]([O-])c1ccc(N2CCOCC2)c(S(=O)(=O)N2CCOCC2)c1
    -3	6.7	0.9	-2	-10	1.9	12	-8	0	0
> O=C(NCC1CCCO1)C1CCN(S(=O)(=O)c2cccc3cccnc23)CC1 (centres undefined)
    2	-0.2	-1.1	0	-5	-0.3	-10	5	-1	1
> CCCc1c(C(=O)N/N=C/C(C)=C/c2ccccc2)nnn1-c1nonc1N
    0	i	0.5	-1	.	0.0	-13	3	-1	-8
> Cc1ccc(Oc2cc([N+](=O)[O-])cc3c2C(=O)Nc2ccccc2O3)cc1
    0	i	.	3	14	-2.0	17	0	-3	12
> CCOc1ccc(Oc2ccccc2NC(=O)C2=COCCO2)cc1
    ?	-1.0	2.3	25	-13	-0.4	.	-1	.	0

# The list continues.
SMILES,Anthrax LF prot,BH1578 lux ind,TcdB GH inh,Y pestis TopoI,PriA SSB inh,PfHsp40 yeast,VHR inh abs,Rv3671c protease,SARS 3CLpro inh,MazEF act
Cc1cccc2c(C(=O)Nc3ccc(Br)cc3)cc(-c3ccccn3)nc12,4,i,0.3,-4,6,-1.4,-2,8,1,-28
COc1ccc(S(=O)(=O)Nc2ccc(N3CCOCC3)cc2)cc1,-3,i,-80,-8,4,1.7,-2,2,-2,-10
O=C(Cn1nnc2ccccc21)Nc1ccc(Cl)cn1,-1,i,0.1,1,-5,0.2,7,0,10,13
CCOC(=O)c1cccc(-c2ccc(C=O)o2)c1,-1,-0.4,0.5,-2,5,-0.2,5,-1,2,5
NC(=O)C1CCN(CC(=O)NC2CCCc3ccccc32)CC1 (centres undefined),-6,-0.3,1.7,2,-8,0.3,2,-5,-1,-13
CC(C)(C)Nc1nc(Oc2ccc(=O)n(-c3ccccc3)n2)nc(N2CCOCC2)n1,0,i,.,6,0,0.4,-6,2,2,1
Cc1ccc(NS(=O)(=O)c2cccc(C(=O)N3CCN(C(=O)c4ccco4)CC3)c2)cc1,2,i,1.2,-9,-4,-2.5,.,-10,.,1
CCOc1ccccc1NC(=S)N(CCOC)C1CCN(C(C)=O)CC1,-6,-2.8,0.9,4,-5,?,17,-6,4,5
CN(CC(=O)Nc1ccc(F)cc1)C(=O)COC(=O)c1ccc(-c2ccccc2)cc1,-1,i,0.4,21,2,-1.7,.,10,.,25
COc1ccc(N=C2O/C(=C/c3sc(=S)n(CC4CCCO4)c3O)N=C2C#N)cc1 (centres undefined),.,-0.4,-0.9,-12,.,.,25,-12,0,-23
C/C(Nc1ccc(Cl)cc1)=C(/C#N)C(N)=O,-6,-0.4,.,11,-16,-0.3,0,8,1,2
CC(C)c1ccc(NC(=S)NC2CCN(Cc3ccccc3)CC2)cc1,-4,-0.3,.,-13,11,-0.7,0,-6,0,1
CCP(=O)(c1cccc([N+](=O)[O-])c1)c1cccc([N+](=O)[O-])c1,-7,-0.5,0.5,2,8,-0.5,13,5,2,-4
O=C(NCCNCc1cccc(Cl)c1)c1ccco1,6,-0.8,1.4,-2,-13,-0.4,.,.,.,-5
C[C@@H]1COC(=O)[C@H](Cc2ccc(F)cc2)CC/C=C/C[C@@H](CC(=O)N[C@@H](CO)Cc2ccccc2)C(=O)N1,-3,-3.6,1.4,23,-11,-1.0,.,-1,.,3
O=c1oc2c3c4c(cc2s1)CCCN4CCC3,-22,-0.3,.,-4,52*,1.0,40,-11,-4,-9
CCOC(=O)N1CCN(C(=O)Cn2ccc3ccccc3c2=O)CC1,-4,-1.7,.,0,-6,-1.7,-4,-4,-2,-1
CSc1cccc(NC(=O)C2CCN(S(=O)(=O)c3ccc(F)cc3)CC2)c1,-4,i,.,18,-3,3.3,-3,-12,-6,-8
O=C(O)c1nc(N2CCCC2)ncc1Cl,-8,-0.2,2.9,6,-4,1.0,6,7,7,3
CCCCNC(=O)C1CCN(S(=O)(=O)c2c(C)noc2/C=C\c2ccc(OC)cc2)CC1,13,-0.6,85*,20,0,-1.2,17,-7,-7,-3
O=C(CCc1c[nH]c2ccccc12)Nc1ncccc1O,4,i,2.5,-7,2,-0.7,-23,-12,-5,2
